SUMO Mot1 rescue: blocks SUMOylation pathway, rescuing yeast Mot1-301 growth; S. cerevisiae Mot1-301 growth rescue, ATP luminescence, 38.5C; percent above DMSO median, 100 means doubled; growth rescue, % at 18.8 µM; hit rate 1% among 320,000; AID 2716;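 active = every valid replicate shows activation above 250% relative to neutral control wells; inactive = the rest, any valid replicate at or below 250%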;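 note: OY570 slx delta 5 strain wells were the positive control but not used for scaling; some compounds called inactive have numbers as strong as hits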
Ecoli viability: bacterial growth inhibition, counter-screen for AddAB inhibitors | hit rate 0.27% among 330,000 | E. coli V3065 growth, OD600 absorbance, 18 h | inhibition, % at 11.9 µM;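 active = inhibition above the campaign's mean inhibition across all tested compounds plus 3 SD, cut at about 9.9% in these data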;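 note: uninfected addAB+ strain grown without phage in ampicillin broth; 0% = DMSO wells and 100% = ciprofloxacin 0.95 µg/ml wells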
phage Ecoli inh: E. coli growth loss with phage present. inhibition, % at 11.9 µM. hit rate 0.26% among 360,000. growth absorbance; in the data active = inhibition above about 11%
AddAB inh: less growth of phage-infected E. coli with AddAB | E. coli expressing H. pylori AddAB, absorbance growth | inhibition, % at 11.9 µM | hit rate 0.29% among 330,000; in the data active = inhibition above about 12%;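 note: 0% = vehicle wells of infected cells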
PfHsp90 yeast 2: growth inhibition of yeast expressing Plasmodium Hsp90. S. cerevisiae expressing PfHsp90, BacTiter-Glo ATP, 48 h; yeast lacking PDR1 and PDR3 efflux regulators. inhibition, % at 9.4 µM. hit rate 0.32% among 310,000;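 active = every replicate shows inhibition above about 80%, whatever the replicate mean, limit read from the data; inconclusive = mean inhibition reaches the set limit but some replicate falls short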;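 note: 0% = DMSO neutral controls and 100% = 20 µM radicicol positive controls; yeast relying on Plasmodium falciparum Hsp90 in place of its own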
MOR-DOR inv ag: mu-delta opioid heterodimer inverse agonism | hit rate 0.21% among 340,000 | AID 504357 | inhibition, % at 9.3 µM | cell-based MOR-DOR heterodimer luminescence | P35372+P41143; in the data active = inhibition above about 22%, passing the limit was not always enough;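 note: 0% = cells with DMSO and 100% = wells without cells with DMSO; values of inactives mirror those of a sister screen read the other way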
Tat transport: blocks Tat-dependent protein export in E. coli; inhibition, % at 10 µM; E. coli MC4100 TorA-mCherry Tat export, fluorescence; hit rate 0.036% among 340,000;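 active = mean replicate inhibition at least 50% and at least half of replicates individually reaching 50%; inconclusive = only one of the two criteria met; inactive = neither criterion met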;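 note: exported cargo escapes ClpAP degradation while cytoplasmic cargo is degraded and loses fluorescence; 0% = median of neutral control wells and 100% = median of NaSCN control wells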
Pemphigus Ab inh: human desmoglein-3 autoantibody binding inhibition; P32926; DSG3-coupled beads, scFv-anti-DSG3-GFP binding, flow cytometry; active compounds read low; binding (percent of control), % at 10 µM; hit rate 0.48% among 310,000; AID 588358;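 active = binding more than 3 SD below its plate's average and above zero; inconclusive = below that plate limit but binding exactly zero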;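 note: hits lower antibody fragment binding to DSG3; some compounds called inactive have numbers as strong as hits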
Target sequence (P32926 whole entry, looked up, the tested form may be a part): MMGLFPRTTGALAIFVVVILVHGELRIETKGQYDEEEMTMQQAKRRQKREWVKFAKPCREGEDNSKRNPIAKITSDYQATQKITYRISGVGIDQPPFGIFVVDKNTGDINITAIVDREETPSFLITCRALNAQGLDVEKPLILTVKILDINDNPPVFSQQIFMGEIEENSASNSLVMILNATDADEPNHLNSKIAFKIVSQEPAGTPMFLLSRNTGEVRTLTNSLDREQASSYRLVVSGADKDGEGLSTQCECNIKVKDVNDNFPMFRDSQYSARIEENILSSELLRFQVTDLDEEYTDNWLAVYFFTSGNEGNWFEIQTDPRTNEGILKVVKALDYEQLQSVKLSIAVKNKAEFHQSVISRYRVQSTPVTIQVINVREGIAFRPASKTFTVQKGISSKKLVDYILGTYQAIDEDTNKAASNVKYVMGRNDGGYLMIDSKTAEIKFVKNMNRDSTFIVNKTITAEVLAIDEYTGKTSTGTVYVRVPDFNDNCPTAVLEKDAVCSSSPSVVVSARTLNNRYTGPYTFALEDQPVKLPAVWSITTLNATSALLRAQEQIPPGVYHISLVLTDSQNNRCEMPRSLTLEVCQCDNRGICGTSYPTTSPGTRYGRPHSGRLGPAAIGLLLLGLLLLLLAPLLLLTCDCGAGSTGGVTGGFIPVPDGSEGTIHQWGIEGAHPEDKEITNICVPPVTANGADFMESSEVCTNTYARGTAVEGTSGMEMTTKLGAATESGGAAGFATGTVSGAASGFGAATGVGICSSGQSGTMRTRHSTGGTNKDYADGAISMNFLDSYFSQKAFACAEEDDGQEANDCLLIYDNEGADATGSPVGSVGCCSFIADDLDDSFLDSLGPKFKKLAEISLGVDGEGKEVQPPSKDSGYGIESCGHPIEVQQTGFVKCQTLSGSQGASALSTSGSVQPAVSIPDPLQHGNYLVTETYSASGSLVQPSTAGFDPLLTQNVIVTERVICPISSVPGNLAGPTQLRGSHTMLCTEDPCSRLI
PKA-R1A act: activates the PKA-R1A holoenzyme complex | PKA-R1A dissociation, Cy5-IP20 fluorescence polarization; scaled: DMSO 0%, 113 µM cGMP 100% | P00514+P68181 | hit rate 0.083% among 340,000 | activation, % at 11.4 µM;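 active = percent activation above the mean of all tested compounds plus 3 SD, cut at about 19% in these data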;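 note: higher means more PKAc released from R1A so a rise in polarization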
Arrestin-AP2 inh: blocks beta-arrestin peptide binding to AP2 adaptin. inhibition, % at 10 µM. hit rate 0.31% among 340,000. AID 504490. FITC-arrestin peptide / GST-AP2 beads, flow cytometry; AP2 beta2 appendage carries R879A mutation;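 active = inhibition above a set limit, near 3 SD of compounds lacking own fluorescence, cut at about 54% in these data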;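 note: plate controls were DMSO wells for no effect and 5 µM unlabelled arrestin peptide for full effect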
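System: GST-AP2 R879A glutathione beads. Medium: PBS with 0.05% Tween 20 and 0.1% BSA. Also added: FITC-arrestin peptide, 50 nM. Incubation: 12 min plus 1 h, RT. Measured by: high-throughput flow cytometry of beads, ex 488, em 535 nm. Evaluation: percent drop in bead-associated FITC signal.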
OPRM1-OPRD1 ag: OPRM1-OPRD1 heterodimerization agonism. cells, luminescence. activation, % at 9.3 µM. hit rate 0.3% among 340,000. AID 504326; in the data active = activation above about 18%;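 note: 0% = vehicle-treated cells and 100% = reference agonist; values of inactives mirror those of a sister screen read the other way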
* hit, by the source's call; u = inconclusive; x = no result given.

SMILES	SUMO Mot1 rescue	Ecoli viability	phage Ecoli inh	AddAB inh	PfHsp90 yeast 2	MOR-DOR inv ag	Tat transport	Pemphigus Ab inh	PKA-R1A act	Arrestin-AP2 inh	OPRM1-OPRD1 ag
O=C1c2ccccc2C(=O)c2cc(NC(=O)C3CC3)ccc21	30	-0.3	5.1	-2.5	7	-28	-16	93	-1	10	5.3
Cc1c(NC(=O)c2cc(-c3ccccc3)on2)c(=O)n(-c2ccccc2)n1C	1	-1.4	1.9	-1.6	-14	9	2	106	-23	-9	-1.5
Cc1c(-c2ccc(F)cc2)nc(N)c(C#N)c1-c1ccco1	-14	0.1	0.2	0.5	-17	-12	12	99	-1	-2	2.9
Cc1ccc(S(=O)(=O)NC(C(=O)OCC(=O)NC2CCS(=O)(=O)C2)C(C)C)cc1 (centres undefined)	3	0.1	0.9	-0.2	30	4	6	98	0	5	-0.8
CCCCNC(=O)NNC(=O)c1ccc(F)cc1	-5	2.0	-0.6	0.0	17	-1	u	113	2	-1	0.3
COc1ccc(C2N(c3ccc(C)cc3)CCN2c2ccc(C)cc2)cc1O	-7	0.3	3.1	-0.3	-9	-46	-2	99	-7	35	9.1
O=C(OC(c1ccccc1)c1nccc2ccccc12)c1cc([N+](=O)[O-])cc([N+](=O)[O-])c1 (centres undefined)	-10	-0.2	-0.4	4.4	-61	-28	1	97	-11	-14	6.2
CCOC(=O)C1CCN(C(=O)c2oc3ccc(S(=O)(=O)N4CCCCCC4)cc3c2C)CC1	-2	-1.4	1.7	-0.2	0	-9	3	98	-11	-9	1.4
CCOC(=O)c1cccc(C2=CC(=O)C[C@H](c3ccc(OC)c(OC)c3)C2)c1	16	-2.0	4.0	-1.1	-24	7	3	103	-11	4	-1.2
CC(=O)Nc1ccc(NC(=O)CSc2nnc(NC(=O)Cc3ccc(F)cc3)s2)cc1	3	-2.1	2.2	2.8	11	3	9	98	5	21	-0.4
CC(C)c1nc(=S)c2ccccc2[nH]1	59	1.0	1.1	1.9	29	13	3	98	8	5	-2.5
CC(=O)N1CC2(C)CN(C(C)=O)CC(C)(C1)C2=O	3	-0.5	-2.3	2.4	13	4	-13	113	-6	2	-0.6
CC(C)Oc1ccc(Cc2cnc(N)nc2N)cc1	-9	8.6	12*	12*	-25	15	5	101	-2	4	-3.1
O=C(CCCN1C(=O)CSc2ncccc21)N1CCN(Cc2ccccc2)CC1	341	-0.6	2.6	3.9	-15	3	-5	101	-9	-5	-0.6
CCOc1ccc(C2CC(c3ccc(OC)c(OC)c3)n3nc(N)nc3N2)cc1 (centres undefined)	-3	2.7	-0.9	5.1	x	15	4	106	-5	11	-2.9
CN1CCN(c2nc(-c3ccco3)cc(C(F)(F)F)n2)CC1	15	0.4	x	2.8	7	-18	0	104	-10	12	3.4
CN1CCC(CO)(Cc2ccccc2)CC1	-6	4.2	-2.7	0.9	-19	7	-2	98	-2	5	-1.4
COc1ccc(C(=O)OCc2ccc(C)cc2)cc1S(=O)(=O)N1CCOCC1	-10	0.3	0.4	-0.6	9	5	4	101	-5	-3	-1.4
COc1ccc(N=Cc2nc(-c3ccco3)oc2O)cc1	-4	1.8	1.0	3.6	5	2	-13	x	10	-11	-0.5
NC(=O)C1CCN(C(=O)/C=C/c2ccco2)CC1	-2	-1.5	3.0	-0.2	-1	17	2	80	0	-3	-3.4
Cc1c(Cl)cccc1NC(=S)NCCc1ccc(C(F)(F)F)cc1	78	2.8	6.2	0.8	-17	-27	9	117	-5	-4	5.7
Cc1cccc(N2CCN(C(=O)c3ccc4ncsc4c3)CC2)c1C	x	x	1.1	x	-11	4	5	103	-10	-11	-0.7
O=C(O)Cn1c(=O)c2c3c(sc2n(Cc2ccc(Cl)cc2Cl)c1=O)CCCC3	44	x	1.5	x	-1	9	1	94	3	0	-1.8
O=C([O-])c1ccccc1-[n+]1c(-c2ccccc2)cc(-c2ccccc2)cc1-c1ccccc1	-6	0.0	-0.3	3.1	7	19	13	105	7	1	-3.3
O=C(O)CN1C(=O)/C(=C\c2cccc(OC(=O)c3ccco3)c2)SC1=S	417*	-2.3	-0.5	2.5	3	21	-1	107	2	-5	-3.9
SMILES	SUMO Mot1 rescue	Ecoli viability	phage Ecoli inh	AddAB inh	PfHsp90 yeast 2	MOR-DOR inv ag	Tat transport	Pemphigus Ab inh	PKA-R1A act	Arrestin-AP2 inh	OPRM1-OPRD1 ag
CC(/C=N/NC(=O)Cc1cccn1C)=C\c1ccccc1	x	-1.2	1.0	0.1	-7	-8	-4	x	-9	-1	1.7
CCCC[n+]1c(C)sc2ccc(C)cc21	-17	-2.9	1.2	1.3	-9	15	7	98	-7	-2	-3.1
O=C1CSC(=S)N1/N=C/c1cccc(C(F)(F)F)c1	19	-0.6	2.3	2.1	-11	-1	-10	107	-2	21	0.2
CCOc1ccccc1NC(=O)CNC(=O)CNC(=O)Cc1ccccc1	-8	0.9	-3.5	0.9	9	7	-8	107	-6	17	-1.8
O=C(COc1ccc(S(=O)(=O)NCc2ccccc2)cc1)N1CCOCC1	-4	1.4	1.1	2.5	5	9	4	105	0	-1	-1.7
O=C(CSc1nc2ccccc2o1)N1CCN(c2ccccc2)CC1	123	1.0	1.0	2.6	13	-3	-3	68	-5	-6	0.5
CCc1cc2c(=O)c(Oc3ccccc3)c(C)oc2cc1O	5	1.9	4.3	0.1	x	0	3	x	5	7	-0.1
CCOC(=O)CSc1nc2cc(S(=O)(=O)N3CCOCC3)ccc2n1CC	1	0.1	0.8	0.3	x	14	-5	105	0	-3	-2.7
COc1cccc(-c2nnc(SCC(=O)Nc3ccc(OC)c(OC)c3)n2N)c1	-13	3.2	3.0	1.4	-33	7	2	105	2	1	-1.5
CCNS(=O)(=O)c1ccc(NC(=O)c2ccc(Cn3cc(Br)cn3)o2)cc1	229	3.1	2.1	0.6	3	3	-7	102	-6	7	-0.5
Cc1[nH]c(=O)[nH]c(=O)c1S(=O)(=O)N1CCN(c2ccccc2F)CC1	7	-1.4	3.4	-0.4	-9	5	0	101	2	4	-0.8
COC(=O)c1ccccc1NC(=O)c1ccc2c(c1)C(=O)N(Cc1ccco1)C2=O	99	1.4	0.7	0.6	-6	13	-3	105	-4	0	-2.2
c1cc(OCCCN2CCCCC2)ccc1CN1CCCCC1	1	-0.9	-0.1	-4.9	21	1	0	104	2	-3	-0.2
CCc1noc(C)c1C(=O)OCC(=O)c1ccc(NC(C)=O)cc1F	-12	2.0	3.0	-1.4	5	10	12	136	-9	6	-2.0
CCSC1=C(C#N)C2(CCCC2)C(C#N)=C(N)N1	-5	0.2	1.3	2.2	-1	15	0	x	-6	37	-3.5
O=S(=O)(c1ccccc1)N1CCN(c2cc(-c3ccccc3)nc3ncnn23)CC1	5	-0.7	2.5	1.1	-1	-21	-15	103	-3	15	3.7
Nc1ccc(N)c(C(=O)O)c1	282	0.1	x	0.7	-11	-26	-4	51*	-8	33	5.0
CC1CCN(C(=O)CSc2nnc(CN3CCOCC3)n2-c2ccccc2)CC1	13	1.6	1.4	0.8	-2	14	-5	108	0	1	-2.6
CCN(C[C@H]1N[C@@](CC)(C(=O)OC)[C@H]2C(=O)N(Cc3ccccc3)C(=O)[C@@H]12)S(=O)(=O)c1ccccc1	5	0.0	2.0	3.0	17	8	-7	93	11	-5	-1.8
O=C(NC1CCCCC1)N1CCC(c2nc(-c3ccc(S(=O)(=O)N4CCCC4)cc3)no2)CC1	-9	1.2	x	0.4	0	3	-7	103	-11	10	-0.5
Cc1ccc2cc(CCNC(=O)C(C)(C)C)c(=O)[nH]c2c1	-5	-3.1	2.1	-0.4	-2	10	9	102	1	4	-1.8
CCO[C@@H]1OC(C(=O)N2CCN(C)CC2)=C[C@H](c2ccc(C(F)(F)F)cc2)[C@H]1CCCO	7	1.1	2.3	1.6	2	9	9	101	-10	1	-1.6
O=C(CCCC(=O)N(CC(=O)NC1CCCC1)c1cccc(F)c1)Nc1ccccn1	362*	-0.9	0.9	1.7	22	8	0	100	2	3	-1.6
COc1ccc(NC(=S)Nc2cccc(Cl)c2Cl)cc1OC	-8	-0.1	0.9	2.0	27	-2	-5	104	9	27	0.4
Cc1ccc2c(c1)N(CCCC(=O)NCc1cccnc1)C(=O)CO2	-6	-1.9	-1.8	-1.6	11	6	-3	98	1	29	-1.2
SMILES	SUMO Mot1 rescue	Ecoli viability	phage Ecoli inh	AddAB inh	PfHsp90 yeast 2	MOR-DOR inv ag	Tat transport	Pemphigus Ab inh	PKA-R1A act	Arrestin-AP2 inh	OPRM1-OPRD1 ag
O=[N+]([O-])c1ccc(Cl)cc1N/N=C/c1ccncc1	-14	-2.4	0.1	2.9	9	2	-5	110	-6	48	-0.3
COC(=O)N1CCc2c(sc(NC(=O)C3=COCCO3)c2C#N)C1	180	0.3	3.6	0.6	19	6	-4	98	6	10	-0.9
Cc1cccc(C)c1NC(=O)CNC(=O)c1ccc2c(c1)NC(=O)CS2	x	-0.9	3.5	-1.2	-27	4	4	x	11	5	-0.8
NS(=O)(=O)c1ccc(CCNCC#Cc2ccccc2)cc1	-4	-1.2	-1.0	4.3	1	14	0	123	8	4	-2.9
O=C(CCCNC(=O)c1ccc(Cl)cc1)Nc1cccc(S(=O)(=O)N2CCCCC2)c1	36	-3.2	0.4	0.4	7	-2	1	102	4	-1	0.4
CC(C)Cn1c(=O)c(C(=O)N/N=C/c2cccc(F)c2)c(O)c2ccccc21	36	0.5	2.3	4.0	-8	0	0	99	-1	14	-0.1
COc1ccc(N2CCN(Cc3nc4ccccc4n3C)CC2)cc1	17	-2.2	3.1	-0.1	-7	-108	6	104	-11	5	18
COc1cc(OC)c(N(C)S(=O)(=O)c2cccc(C(=O)Nc3nc(C)cs3)c2)cc1Cl	x	-0.9	1.2	-1.6	-15	0	-2	99	3	-1	0.0
Cn1cccc1C(=O)Nc1nccs1	327	-1.9	-0.3	-1.4	-3	2	1	105	-5	15	-0.4
CCOc1ccc(NC(=O)c2cnsn2)cc1	0	-0.7	1.5	0.2	-9	7	13	98	-1	3	-1.1
O=C(NCCOc1ccc(Cl)cc1)C1CC(=O)N(c2ccc(F)cc2)C1 (centres undefined)	-11	-0.6	3.4	1.0	x	-4	1	100	-12	-7	0.6
COc1cccc(/C=C2\SC(=N)N(c3ccc(F)cc3)C2=O)c1	7	0.6	2.1	2.0	6	8	-9	103	2	0	-1.6
CC(/C=N/N1C(=O)CSC1=S)=C\c1ccccc1	4	5.7	7.3	5.1	-1	-7	-1	104	-15	-5	1.2
CCOC(=O)c1cn(CC)c2ccc(Br)cc2c1=O	1	-0.2	1.1	-0.6	x	0	0	107	-9	-8	0.0

Bioassay records (PubChem)
